# Mito fusion yeast = inhibitors of mitochondrial division or activators of mitochondrial fusion; S. cerevisiae fusion-defective mutant growth rescue, CellTiterGlo 48 h; Potency, µM (top dose mostly 46.1 µM), without a hit: top-dose growth rescue (activation), actives largely listed as activators; 0.23% of 320,000 active; AID 485298;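 further: potency means the concentration at half of the fitted maximal effect; % of control where 0% means no effect; nearly all actives have a fitted effect of over 45% in size; temperature-sensitive fusion mutants such as fzo1-1 at 37 °C on non-fermentable ethanol glycerol medium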
#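 Growth-rescue viability read-out: after 48 h at the non-permissive 37C in glycerol/ethanol YPEG, yeast mitochondrial fusion mutants are measured by CellTiterGlo luminescence; compounds (23 nl pinned per well) restoring growth score as division inhibitors or fusion activators.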
# Integrin act MD = activates integrin-mediated alleviation for muscular dystrophy | alpha7betagal myoblasts, beta-gal FDG fluorescence, 48 h | Potency, µM (series often up to 38.3 µM), without a hit: top-dose activation, hits mostly activators | 0.064% of 350,000 active;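 further: potency means the concentration at half of the fitted maximal effect; 100% = response of the positive control SU9516; nearly all actives have a fitted effect of over 60% in size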
#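 alpha7betagal+/- myoblasts (passage 13, 250/well) treated 48 h at 37C with compounds at 1:260 dilution of DMSO stock. Lysed, then beta-galactosidase activity read as FDG fluorescence (ex 480/em 540) after 30 min, with pre-read for autofluorescence.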
# TSG101-PTAP inh = blocks PTAP/TSG101 interaction to inhibit HIV-1 budding | Q99816 | Fluorescence polarization, FITC-PTAP peptide / Tsg101 binding | Potency, µM (doses to about 115 µM), for inactives: at the top dose activity change, negative = inhibition, usual class: inhibitors | 340,000 tested, under 10 active | AID 493005; active means well fitted inhibition curve with a large enough effect in the main read-out, with a control signal flat, not every such curve was filed as active; inconclusive means small, poorly fitted or top-dose-only effect, or effect the other way, or a change in a side signal; inactive means no such curve, though single readings can be large or run the other way; further: potency means the concentration at half of the fitted maximal effect; % of control where 0% means no effect
#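 FP read-out: FITC-PTAP peptide, 50 nM final, binding Tsg101 binding domain, 10 uM final; 20 min, r.t.; 10 mM HEPES pH 7.5, 0.15 M NaCl, 0.01% Tween 20, 3 mM EDTA, 0.1 mM TCEP.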
# Eya2 phos inh = blocks the phosphatase activity of human Eya2 | O00167 | recombinant Eya2, OMFP fluorescence dephosphorylation (OMFP is methylfluorescein phosphate) | Potency, µM (doses to about 76.9 µM), for inactives: top-dose activity, negative = inhibition, hits mostly inhibitors | 0.006% of 330,000 active | AID 488837; further: potency means the concentration at half of the fitted maximal effect; on the % scale 0 is the no-effect control and ±100 the full control effect
# Target sequence (O00167 whole entry, looked up): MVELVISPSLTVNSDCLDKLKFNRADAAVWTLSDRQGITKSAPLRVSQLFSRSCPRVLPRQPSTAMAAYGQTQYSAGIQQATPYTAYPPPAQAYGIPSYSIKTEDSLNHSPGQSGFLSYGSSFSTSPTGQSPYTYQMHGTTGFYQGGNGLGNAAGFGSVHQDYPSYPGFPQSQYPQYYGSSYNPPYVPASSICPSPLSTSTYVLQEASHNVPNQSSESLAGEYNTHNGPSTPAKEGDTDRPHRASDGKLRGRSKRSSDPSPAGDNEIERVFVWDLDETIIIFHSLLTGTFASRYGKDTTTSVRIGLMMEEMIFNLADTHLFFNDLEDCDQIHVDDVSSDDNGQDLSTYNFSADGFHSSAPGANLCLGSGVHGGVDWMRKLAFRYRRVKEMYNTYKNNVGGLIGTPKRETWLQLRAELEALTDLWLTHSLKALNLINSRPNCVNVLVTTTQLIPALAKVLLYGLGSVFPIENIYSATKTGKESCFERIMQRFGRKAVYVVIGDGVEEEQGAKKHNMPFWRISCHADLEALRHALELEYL
#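 Eya2 (0.2 uM) preincubated 10 min at ambient with compound, then OMFP substrate added at 50 uM; 10 min reaction in 50 mM HEPES pH 7.5, 50 mM NaCl, 5 uM MgCl2, 0.05% BSA, 1 mM DTT. Fluorescence read at Ex 485/Em 525 nm.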
# A-T KAP1 phos = candidate therapy for ataxia-telangiectasia; Potency, µM (titrated, usually from 57.5 µM), for the others: at the highest dose activation, hits mostly activators; 0.19% of 320,000 active; […] A-T fibroblasts, KAP-1 phosphorylation AlphaLISA; neocarzinostatin DNA damage 30 min before lysis; further: potency means the concentration at half of the fitted maximal effect; % of control where 0% means no effect; nearly all actives have a fitted effect of over 45% in size
#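 hTERT-immortalized A-T patient fibroblasts ([…]), 500 cells/well in OPTI-MEM, 1% FBS, got compounds for 60 min, then NCS for 30 min at 37C. Lysates were then assayed for phospho-KAP-1 by AlphaLISA (anti-pKAP1 donor, anti-KAP1 acceptor beads), 6 hr at 25C.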
# Tb PFK block = T. brucei PFK enzyme inhibition; 0.17% of 330,000 active; T. brucei PFK, ADP-Glo luminescence; O15648; Potency, µM (highest dose often 57.5 µM), inactives show at the highest dose activity, negative = inhibition, actives largely listed as inhibitors;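 further: potency means the concentration at half of the fitted maximal effect; 0% = uninhibited 1x PFK enzyme wells and -100% = no-enzyme wells; nearly all actives have a fitted effect of over 60% in size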
# Target sequence (O15648 whole entry, looked up): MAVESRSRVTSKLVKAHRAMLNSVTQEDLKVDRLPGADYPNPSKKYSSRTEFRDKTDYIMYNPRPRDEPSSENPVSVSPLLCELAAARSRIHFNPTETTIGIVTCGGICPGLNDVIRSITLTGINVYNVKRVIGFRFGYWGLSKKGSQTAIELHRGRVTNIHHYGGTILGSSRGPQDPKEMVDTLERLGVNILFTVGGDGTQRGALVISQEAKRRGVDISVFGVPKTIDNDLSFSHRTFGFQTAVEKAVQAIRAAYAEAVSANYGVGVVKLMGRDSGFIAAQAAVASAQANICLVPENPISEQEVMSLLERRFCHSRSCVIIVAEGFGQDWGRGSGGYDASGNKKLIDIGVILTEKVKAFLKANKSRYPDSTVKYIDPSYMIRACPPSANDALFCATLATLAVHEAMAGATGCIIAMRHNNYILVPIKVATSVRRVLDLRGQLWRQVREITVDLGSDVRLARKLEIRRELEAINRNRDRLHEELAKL
#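 ADP-Glo luminescence quantified ADP after 45 min at room temperature, with 1.25 nM T. brucei PFK, 0.1 mM ATP and 0.5 mM fructose-6-phosphate in pH 8.0 TEA buffer. qHTS titrations up to 57 µM; curves classified by quality.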
# TCR activator = T cell receptor activation; Potency, µM (highest dose often 9.22 µM), inactives show at the top dose activation of IL-2 secretion, actives largely listed as activators; primary human leukocytes, anti-CD3, IL-2 HTRF, 48 h; 330,000 tested, under 10 active; AID 504894; further: % of control where 0% means no effect
#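 Primary human leukocytes receive a-CD3 beads and test compound and are incubated 48 hr. Secreted IL-2 is then assayed by HTRF, measuring 665nm acceptor emission after 320nm excitation of the europium donor.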
# S-ASM inh = blocks human secretory acid sphingomyelinase. P17405. placental ASM, HMU-PC fluorogenic substrate, 60 min. Potency, µM (top dose mostly 57.5 µM), for inactives: top-dose activity change, negative = inhibition, usual class: inhibitors. 0.006% of 340,000 active. AID 504937; further: potency means the concentration at half of the fitted maximal effect
#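 Human placenta-derived ASM preincubated with compound 10 min at room temperature, then reacted with 9 uM (final) fluorogenic HMU-PC substrate for 60 min at 37 C. Stop solution raises pH to 10; fluorescence read at Ex 386/Em 447 nm.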
# BCR signal inh = blocks chronic active B-cell receptor signaling. 0.05% of 340,000 active. ABC-DLBCL IkBa-CBG/CBR reporter, luminescence ratio, 4 h. Potency, µM (doses to about 46.1 µM), inactives show at the highest dose ratio change, negative = lower green/red ratio, usual class: inhibitors; active means well fitted inhibition curve with a large enough effect in the signal ratio, with a control signal flat, not every such curve was filed as active; inconclusive means small, poorly fitted or top-dose-only effect, or effect the other way, or a change in a side signal; the % refers to the signal ratio;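 further: potency means the concentration at half of the fitted maximal effect; plate controls were basal doxycycline-induced cells for no effect and cells given 10 µM MG132 for full effect; MG132 reads +100%, hits lower the ratio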
#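 Concentration-response series (up to 46 uM) were applied to TMD8 dual-reporter cells for 4 h at 37C with doxycycline. Green/red ratio, after filter-overlap correction, defined %Activity; red signal alone was normalised to basal cells and zero luminescence.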
# ELG1 repair inh = inhibitors of ELG1-dependent DNA repair in HEK293T cells | HEK293T ELG1-luciferase reporter, luminescence, 16 h; DNA damage induced by 5-fluorouridine | Potency, µM (highest dose often 46.1 µM), for inactives: at the highest dose activity change, negative = inhibition, most hits filed as inhibitors | 2.3% of 330,000 active | AID 504467; further: potency means the concentration at half of the fitted maximal effect; on the % scale 0 is the no-effect control and ±100 the full control effect; nearly all actives have a fitted effect of over 55% in size
#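 Step one: seed 2,000 cells per well. Step two: pin-transfer compound or DMSO alongside 5-fluorouridine. Step three: incubate 16 hr, 37 °C, 5% CO2. Step four: add ONE-Glo, wait 30 min, read luminescence.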
# TSHR antag = antagonists of human thyroid stimulating hormone receptor | P16473 | TSHR-expressing cells, TSH-stimulated cAMP HTRF, 2 h; stronger effect = lower value | activity change, negative = inhibition, % at 11.5 µM | 0.2% of 330,000 active | AID 504810;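 active means activity change below a set negative limit, meaning inhibition stronger than a set level, cut at about -70% in these data; inconclusive means activity change between two set negative limits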; further: on the % scale 0 is the no-effect control and ±100 the full control effect
#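 Read-out is FRET at 665 nm (cryptate excitation 337 nm) from a cryptate-tagged anti-cAMP antibody, competed by cell cAMP against cAMP-d2. Compounds are tested on freshly harvested TSHR cells challenged with 4nM TSH (EC80) for 2 hours at 37 deg C.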
# Numbers without * were called inactive; ? = inconclusive; & = joins results of further samples; [ ] = remark or other dose. Unless noted, the call rests on the fitted dose curve; in most records, active means well fitted curve in the direction sought with a large enough effect; inconclusive means small, poorly fitted or top-dose-only effect, or another doubt; inactive means no such curve, though single readings can be large; an effect the other way counts as inactive or inconclusive.
SMILES,Mito fusion yeast,Integrin act MD,TSG101-PTAP inh,Eya2 phos inh,A-T KAP1 phos,Tb PFK block,TCR activator,S-ASM inh,BCR signal inh,ELG1 repair inh,TSHR antag
CC(C)Nc1nc(Oc2cccc(Cl)c2Cl)cc(C(F)(F)F)n1,2%,9%,0%,-17%,?,3%,3%,-8%,23%,0%,24
Cc1ccc(C2CN=NC23CCc2ccccc2C3=O)cc1 (stereo not drawn),3%,-36%,-2%,-8%,-2%,-6%,-15%,-2%,24%,?,1
C/C(=N\Nc1ccc2nncn2n1)c1ccc(Cl)s1,0%,6%,-2%,1%,6%,-3%,3%,0%,0%,1%,3
COc1ccc(OCC(=O)NC(=S)Nc2ccccc2F)cc1,-7%,5%,-5%,6%,-2%,0%,-6%[46.1 µM],2%,-11%,?,-9
O=[N+]([O-])c1ccc(/C=[N+](\[O-])[C@@H]2CCCC[C@@H]2/[N+]([O-])=C/c2ccc([N+](=O)[O-])o2)o1,-35%[inhibitor],-24%,-2%,10%,34%,3%,-11%,-5%,-6%,?,1
COC(=O)C1=C(C)NC(C)=C(C(=O)OC)C1C(=O)OCC(=O)N1c2ccccc2CC1C (stereo not drawn),-1%,3%&-12%,-6%&-3%,9%,-4%,2%,3%&6%,40%&54%[activator],?,-16%,14
Cc1cc(C)c2c(n1)SCC(=O)N2CC(=O)Nc1ccc(Br)c(C)c1,-3%,4%,0%,-10%,-6%,-7%,-6%,-3%,-2%,21%,1
O=C1CC(N2CCCN(C3CC(=O)N(c4ccc(F)cc4)C3=O)CC2)C(=O)N1c1ccc(F)cc1 (stereo not drawn),-15%,26%,0%,-40%,1%,-2%,6%,4%,2%,-1%,14
Cc1[nH]nc(N)c1-c1ccccc1,11%,17%,-4%,3%,0%,-6%,-2%,4%,-11%,3%,12
CC1(C)CC2CC(C)(CN2C(=O)COC(=O)c2ccc(Cl)cc2N)C1 (stereo not drawn),-8%,18%,-4%,8%,1%,-3%,0%,36%[activator],4%,-14%,-10
CC1Oc2ccccc2C=C1/C=N/NC(=O)c1ccccc1O (stereo not drawn),15%,1%,1%,-2%,0%,3%,-11%[46.1 µM],-2%,?,-8%,4
CC(=O)N/N=C\c1cccc(OC/C=C/c2ccccc2)c1,2%,-18%,-1%,-9%,5%,0%,-1%,-13%,?,?,-4
COC(=O)C1CCN(Cc2c(C(=O)N3C[C@@H](C)O[C@@H](C)C3)nc3ccc(Cl)cn23)CC1,-1%,24%,-7%,1%,0%,-1%,1%,1%,0%,1%,14
COc1ccccc1C(=O)NC(C)c1ccc(-n2ccnc2)cc1 (stereo not drawn),3%,21%,-6%,4%,-2%,4%,-3%,5%,-6%,10%,33
S=C(Nc1ccc(Cl)cc1Cl)Nc1ccccc1Oc1ccccc1,1%,-14%,0%,8%,4%,-1%,2%,-5%,6%,-4%,-7
CN(CC(=O)Nc1ccccc1Br)CC(=O)Nc1ccccc1-c1ccccc1,6%,-24%,1%,2%,12%,4%,3%,0%,-1%,-10%,9
Clc1ccc(-c2[nH]ncc2N=Nc2ccccc2)cc1,18%,-7%,-4%,-4%,?,2%,4%,-19%,?,9%,3
C=CCn1c(=O)/c(=C/c2ccc(Cl)cc2)s/c1=C(/C#N)c1nnc2n1CCCCC2,-11%,-35%,-5%,-29%,-2%,2%,1%,-15%,?,21µM*,-16
CC(C)(C)N(Cc1ccccc1)C(=O)c1ccc(Cl)cc1[N+](=O)[O-],-5%,35%,-1%,4%,2%,1%,-6%,0%,3%,?,18
COc1ccc(OC)c2c1sc(=NC(=O)C1CCCCC1)n2C,-2%,2%,0%,1%,-23%,6%,-3%,-3%,3%,16%,12

# Profiles from above. Order of values: Mito fusion yeast | Integrin act MD | TSG101-PTAP inh | Eya2 phos inh | A-T KAP1 phos | Tb PFK block | TCR activator | S-ASM inh | BCR signal inh | ELG1 repair inh | TSHR antag
# COc1ccc(OCC(=O)NC(=S)Nc2ccccc2F)cc1 in the list: -7% | 5% | -5% | 6% | -2% | 0% | -6%[46.1 µM] | 2% | -11% | ? | -9
# Cc1ccc(C2CN=NC23CCc2ccccc2C3=O)cc1 (stereo not drawn) in the list: 3% | -36% | -2% | -8% | -2% | -6% | -15% | -2% | 24% | ? | 1
# CC(C)Nc1nc(Oc2cccc(Cl)c2Cl)cc(C(F)(F)F)n1 in the list: 2% | 9% | 0% | -17% | ? | 3% | 3% | -8% | 23% | 0% | 24
# C/C(=N\Nc1ccc2nncn2n1)c1ccc(Cl)s1 in the list: 0% | 6% | -2% | 1% | 6% | -3% | 3% | 0% | 0% | 1% | 3

# The list goes on.
SMILES,Mito fusion yeast,Integrin act MD,TSG101-PTAP inh,Eya2 phos inh,A-T KAP1 phos,Tb PFK block,TCR activator,S-ASM inh,BCR signal inh,ELG1 repair inh,TSHR antag
Cc1ccccc1N(CC(=O)N/N=C/c1cc(Br)c(C)o1)S(C)(=O)=O,-8%,3%,-3%,0%,-5%,-3%,-1%[46.1 µM],-2%,10%,-10%,1
CCOC(=O)c1c(NC(=O)COC(=O)c2ccccn2)sc(C)c1C,-6%,8%,-7%,-11%,7%,-6%,6%,0%,0%,13%,37
COc1ccc(/C=C2\NC(=S)N(CC3CCCO3)C2=O)c(OC)c1C (stereo not drawn),2%,-16%,-3%,-34%,-3%,3%,5%,-10%,4%,?,-23
COC(=O)c1cc(S(=O)(=O)N2CCCC2)c(Cl)cc1Cl,-2%,31%,-5%,1%,-11%,1%,4%,1%,-1%,?,-20
COc1cccc(CNc2ccc([N+](=O)[O-])cc2Cl)c1O,?,-24%,-1%,1%,13%,-5%,2%,-14%,0%,?,-5
Cc1cc(C=C(C#N)C#N)c(C)n1-c1ccccc1,-1%,0%,0%,10%,-3%,0%[0.46 µM],1%,0%,0%,?,5
O=C1CCC(C(=O)N2CCN(c3cnccn3)CC2)CN1CCc1cccc(F)c1 (stereo not drawn),-2%,-17%,-1%,4%,-5%,0%,-8%,15%,3%,2%,-2
CN1CCN(C(=O)C2CCCN(S(=O)(=O)c3ccc(Br)cc3)C2)CC1 (stereo not drawn),-4%,-23%,0%,7%,5%,0%,-9%,6%,2%,-12%,14
O=C(C/C(=N/O)c1ccccc1O)C(F)F,3%,4%,-5%,-1%,8%,8%,5%,6%,0%,18%,14
O=C(c1ccccc1)c1ccc(OCCCCN2CCCCC2)cc1,-3%,-13%,-5%,-5%,3%,-3%,3%,-2%,16%,5%,-5
CC1CCN(C(=O)CNC(=O)CNS(=O)(=O)c2ccccc2)CC1,0%,21%,-2%,-11%,3%,3%,1%,0%,-1%,-5%,-4
CNc1nn(-c2cccc(Cl)c2)nc1N,5%,5%,0%,-26%,-5%,-4%,4%,1%,9%,?,14
COc1ccc(C(=O)OCC(=O)NC2CCCC2)c(OC)c1,3%,9%,-5%,14%,0%,-20%,-1%,-8%,0%,?,5
COc1ccc(NC(=S)NCCc2ccc(S(N)(=O)=O)cc2)c(OC)c1,-3%,-1%,-1%,2%,-2%,0%,-2%,4%,-23%,-16%,1
COCCN1CCn2c(nc3cc(NC(=O)Cn4nc(C)c5ccccc5c4=O)ccc32)C1,?,3%,-2%,10%,33%,5%,-2%,7%,?,12%,-30

# Assay outcomes: PubChem, National Center for Advancing Translational Sciences (NCATS)
